# Assay outcomes deposited in PubChem BioAssay by several laboratories.
# APP 5'UTR act = activators of APP 5'UTR luciferase reporter, primary screen, SH-SY5Y cells | actives 1% (n = 190,000) | activation, % at 2 µM | AID 1276, 2008 | SH-SY5Y APP 5'UTR luciferase reporter, luminescence; zero percent = DMSO vehicle wells;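 active = activation above a set limit, based on mean plus 3 SD of controls, cut at about 140% in these data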; also: values of inactives mirror those of a sister screen read the other way
# STAT1 inh = STAT1 signaling inhibitors, primary screen, cell-based, HTS, luciferase reporter; NIH 3T3 STAT1-luciferase reporter, IFN-gamma, luminescence; inhibition, % at 5.5 µM; actives 0.35% (n = 200,000); AID 920, 2007;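 active = inhibition above a set limit, the mean inhibition across all tested compounds plus 3 SD, cut at about 34% in these data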;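 also: 0% = IFN-gamma with DMSO and 100% = IFN-gamma with 300 µM nifuroxazide; values of inactives mirror those of a sister screen read the other way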
# STAT1 act = STAT1 signaling activators, primary screen, cell-based, HTS, luciferase reporter; activation (% of control), % at 5.5 µM; actives 2.6% (n = 200,000); NIH 3T3 STAT1-luciferase reporter, IFN-gamma, luminescence; 100% = IFN-gamma alone, no compound;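 active = activation above the screen-wide mean activation plus 3 SD, cut at about 130% in these data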;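 also: raw ratio to IFN-gamma control signal so 100% means no change and 0% no light; values of inactives mirror those of a sister screen read the other way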
# NF-kB neuron act = activators of NF-kB expression in neurons, primary screen, cell-based, HTS | human neuronal cells, NF-kB reporter expression; stronger effect = higher value | fold change at 12.5 µM | actives 1.6% (n = 190,000); in the data active = fold change above about 3.3
# Hsp70 activator = Hsp70 transcriptional activators, primary screen, cell-based, HeLa, Hsp70 promoter luciferase, luminescence, 10 µM; HeLa Hsp70 promoter luciferase reporter; scaled: vehicle 0, proteasome-inhibitor control 100%; activation, % at 10 µM; actives 0.04% (n = 200,000);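 active = activation above the mean across all tested compounds plus 3 SD, cutoff set per campaign, cut at about 5.5% in these data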;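 also: 100% = MG132 at 30 µM as the positive control and 0% = DMSO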
# STAT3 blocker = IL-6 driven STAT3 reporter inhibitors, primary screen, U3A cells, luciferase, luminescence, MLSCN library; IL-6 STAT3-luciferase reporter; host cell line lacks STAT1; inhibition, % at 5.5 µM; actives 0.89% (n = 190,000); AID 862, 2007;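 active = inhibition above the mean inhibition across all screened compounds plus 3 SD, cut at about 44% in these data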;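 also: 0% = DMSO only wells and 100% = 100 µM nifuroxazide control wells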
# TLR4-MyD88 BLA = inhibitors of TLR4-MyD88 association in cells, primary screen, cell-based, HeLa CL3-4, BLA complementation, FRET ratio. actives 0.18% (n = 200,000). inhibition, % at 8.4 µM. HeLa CL3-4 TLR4/MyD88 BLA complementation. AID 861, 2007; in the data active = inhibition above about 25%;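 also: 0% = vehicle and 100% = reference inhibitor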
# Target sequence (O00206 whole entry, looked up): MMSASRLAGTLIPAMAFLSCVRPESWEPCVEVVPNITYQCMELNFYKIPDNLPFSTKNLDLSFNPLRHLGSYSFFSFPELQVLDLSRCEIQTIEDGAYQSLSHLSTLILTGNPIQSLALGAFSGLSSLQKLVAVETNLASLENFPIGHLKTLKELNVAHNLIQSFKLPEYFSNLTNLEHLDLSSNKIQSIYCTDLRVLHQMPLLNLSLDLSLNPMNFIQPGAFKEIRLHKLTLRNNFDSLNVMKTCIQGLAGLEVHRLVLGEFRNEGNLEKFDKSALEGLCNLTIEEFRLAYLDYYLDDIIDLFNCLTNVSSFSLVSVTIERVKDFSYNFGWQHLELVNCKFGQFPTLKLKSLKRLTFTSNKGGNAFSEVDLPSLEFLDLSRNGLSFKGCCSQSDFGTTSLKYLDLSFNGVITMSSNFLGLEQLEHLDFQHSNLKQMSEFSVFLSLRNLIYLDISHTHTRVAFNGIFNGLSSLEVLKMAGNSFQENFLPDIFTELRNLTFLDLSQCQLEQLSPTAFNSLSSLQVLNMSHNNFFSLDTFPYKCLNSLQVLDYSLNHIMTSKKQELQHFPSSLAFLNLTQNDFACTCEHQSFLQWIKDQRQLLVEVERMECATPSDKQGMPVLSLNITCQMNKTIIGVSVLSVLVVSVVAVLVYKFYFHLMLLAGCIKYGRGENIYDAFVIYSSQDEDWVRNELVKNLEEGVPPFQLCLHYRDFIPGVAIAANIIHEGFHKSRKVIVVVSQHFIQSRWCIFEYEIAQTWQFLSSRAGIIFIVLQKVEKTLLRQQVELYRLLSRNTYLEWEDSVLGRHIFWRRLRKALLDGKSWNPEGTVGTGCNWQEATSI
# Target sequence (Q99836 whole entry, looked up): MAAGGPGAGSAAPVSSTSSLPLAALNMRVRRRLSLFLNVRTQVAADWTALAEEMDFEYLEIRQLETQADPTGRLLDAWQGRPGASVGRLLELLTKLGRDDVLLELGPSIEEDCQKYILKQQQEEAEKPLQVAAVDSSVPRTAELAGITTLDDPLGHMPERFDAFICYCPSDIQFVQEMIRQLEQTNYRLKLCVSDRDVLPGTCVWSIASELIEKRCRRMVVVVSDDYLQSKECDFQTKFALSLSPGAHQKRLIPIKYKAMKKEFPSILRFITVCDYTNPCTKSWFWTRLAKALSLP
# DTT redox prof = compounds producing H2O2 with reducing agent – biochemical, NIH compound library profiling, artefact control for MLSCN library redox annotation, primary screen; DTT-dependent redox cycling H2O2, phenol red/HRP absorbance; 100% = 100 µM peroxide control, 0% = buffer; activation, % at 10 µM; actives 0.03% (n = 200,000); AID 878, 2007;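 active = activation of at least 50% relative to the plate's high and low controls in the primary single-dose screen; inactive = activation below 50%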;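 also: compound incubated with DTT at 0.8 mM final as the reducing agent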
# STAT3 act = IL-6 driven STAT3 reporter potentiators, primary screen, U3A cells, luciferase, luminescence, MLSCN library. IL-6 STAT3-luciferase reporter; 100% = signal with IL-6 EC80 alone. activation (% of control), % at 5.6 µM. actives 0.91% (n = 190,000). AID 871, 2007;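 active = activation above the screen-wide mean of compound activation plus 3 SD, cut at about 130% in these data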;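 also: 0% = background luminescence of wells with medium and substrate only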
#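 Material: human U3A cells carrying STAT3-luciferase construct. Measured by: reporter luminescence signal. Timing: compound 1 h, then IL-6 6 h at 37 °C.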
# Efa HMGR inh = inhibitors of E. faecalis class II HMGR, primary screen, biochemical, Enterococcus faecalis; inhibition, % at 10 µM; AID 1066, 2008; actives 0.41% (n = 190,000); purified E. faecalis HMGR, NADPH absorbance 340 nm kinetic; HMG-CoA reductase (Enterococcus faecalis, mvaE);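 active = inhibition above a set limit, the median over all tested compounds plus 3 SD, cut at about 9.5% in these data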;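 also: enzyme runs in reverse so mevalonate oxidation gives rising NADPH absorbance; 0% = complete reaction with DMSO and 100% = background rate lacking mevalonate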
# Starred values were filed as active, the others as inactive; x = no result given.
SMILES,APP 5'UTR act,STAT1 inh,STAT1 act,NF-kB neuron act,Hsp70 activator,STAT3 blocker,TLR4-MyD88 BLA,DTT redox prof,STAT3 act,Efa HMGR inh
Cc1ccc(NC(=O)c2cccc(F)c2)cc1S(=O)(=O)N1CCCCCC1,4,-4,100,1.1,0.1,8,-6,0.3,97,-7
Cc1ccc(OCC(=O)OCCN2C(=O)c3ccccc3C2=O)cc1C,10,5,96,1.2,-0.3,-1,-8,0.0,104,-2
CC1C/C(=C/c2cccs2)C(=O)/C(=C/c2cccs2)C1 (configuration not stated),15,-2,104,1.6,-0.3,-2,0,1.2,100,0
CC(C)(C)n1[nH]c2c3c(ccc2c1=O)C(=O)c1ccccc1C3=O,40,-9,108,0.46,-0.3,25,4,0.1,84,-6
CCn1c2ccc(Cl)cc2c2nc3ccccc3nc21,6,-2,101,1.1,0.4,-7,-3,-0.7,110,-6
Cc1ccc(S(=O)(=O)NNC(=O)c2cnn(-c3ccccc3)c2-n2cccc2)cc1,-5,5,96,1,-0.4,-1,5,2.4,103,0
COc1ccc(Nc2c(-c3ccco3)nc3ccc(C)cn23)cc1,3,-2,100,1.3,-0.2,4,-8,-0.2,104,-1
CC(c1n[nH]c(=S)n1-c1ccc(Cl)cc1)N(C)C (configuration not stated),-16,-6,105,1.1,-0.2,2,2,0.0,99,1
O=C(N/N=C/C=C\c1ccccc1[N+](=O)[O-])c1ccco1,21,-6,103,1.1,-0.3,17,-7,-3.2,88,3
CCCCOC(=O)c1ccc(NC(=O)Nc2ccc(OC)c(OC)c2)cc1,-11,2,98,0.86,-0.2,-2,2,0.0,102,-1
O=C(NCc1ccco1)C1CC(c2ccc(Cl)c(Cl)c2)=NO1 (configuration not stated),-8,-6,104,1.1,-0.1,13,0,0.1,92,-4
CCOc1cc2[nH]c(=O)n(CCCN3CCCC3=O)c(=O)c2cc1OCC,-3,2,98,0.93,-0.2,1,3,0.5,103,6
O=C(O)CC(NC(=O)Cc1ccc(Cl)cc1)c1ccco1 (configuration not stated),6,1,100,1.3,-0.2,7,-5,0.9,99,1
CCCn1c(SCC(=O)NCCc2ccccc2)nnc1-c1cccnc1,2,-2,102,1.1,-0.2,4,2,2.0,98,1
CC(C)Oc1ccc(/C(O)=C2/C(=O)C(=O)N(CCN(C)C)C2c2cccs2)cc1 (configuration not stated),12,-10,109,0.73,0.0,-6,0,-0.1,109,6
Cn1nccc1C(=O)Oc1ccc(/C=N/NC(=O)c2ccccc2O)cc1,-23,-5,104,1.4,0.1,-10,7,0.1,109,-2
CCCC(=O)NC(=S)Nc1ccccc1C(F)(F)F,7,-6,106,1.1,0.4,6,-9,-0.2,98,-7
CC1=C(C(=O)Nc2ccccc2)C(c2coc3ccccc3c2=O)C2=C(CCCC2=O)N1 (configuration not stated),33,-6,106,0.86,-0.3,-22,-1,0.3,122,-1
O=C(c1ccccc1)N1CCSc2sccc2C1=O,-28,37*,64,1.3,-0.3,50*,-3,-0.8,61,-4
CC(=O)N1CCN(c2ccccc2NC(=O)COc2ccc(Br)cc2)CC1,-17,-6,105,0.7,-0.2,-10,-3,1.7,111,13*
Cn1c(SCC(=O)N/N=C/c2ccc([N+](=O)[O-])s2)nnc1-c1ccccc1,-18,16,86,0.93,-0.2,-9,-5,-0.7,107,-4
O=C(CSc1nnc(COc2ccccc2)o1)NCCc1ccccc1,5,4,96,1.1,-0.3,-5,-9,-0.6,106,-5
COc1cc(C(=O)NCCN2CCOCC2)cc(OC)c1OC,-1,4,97,0.99,-0.3,-4,5,0.1,108,-1
CCOCCCNc1nc(=S)[nH]c2cc(OC)c(OC)cc12,19,-1,100,0.79,0.1,8,-2,1.8,98,-6
CC(=O)Nc1c(C(=O)O)[nH]c2ccccc12,9,-1,101,1.1,-0.2,-20,-7,3.1,120,-1
CCC(C)(NC(=O)Cc1c[nH]c2ccccc12)C(=O)NC1CCCCC1 (configuration not stated),12,7,93,1.4,-0.3,6,-10,-0.4,94,-4
O=C(Nc1ccc2c(c1)OCCO2)N1CCOCC1,18,-9,106,1.3,-0.2,3,-21,-1.3,107,1
CCCn1c2c(c(O)c(C(=O)Nc3nccs3)c1=O)CCCC2,-11,-5,105,1.1,0.1,-22,1,-0.9,121,-7
CSc1ccc(CN2CCN(CCC(C)C)C(CCO)C2)cc1 (configuration not stated),6,0,99,1.1,0.2,6,-7,0.8,105,-3
CC1CCCCN1Cc1nc2c(c(=O)n(C)c(=O)n2C)n1CCc1ccccc1 (configuration not stated),12,3,98,0.8,-0.3,12,2,0.3,93,0

# Rewritten with bars between the fields: 4 of the compounds above.
mol | APP 5'UTR act | STAT1 inh | STAT1 act | NF-kB neuron act | Hsp70 activator | STAT3 blocker | TLR4-MyD88 BLA | DTT redox prof | STAT3 act | Efa HMGR inh
O=C(Nc1ccc2c(c1)OCCO2)N1CCOCC1 | 18 | -9 | 106 | 1.3 | -0.2 | 3 | -21 | -1.3 | 107 | 1
CCCn1c2c(c(O)c(C(=O)Nc3nccs3)c1=O)CCCC2 | -11 | -5 | 105 | 1.1 | 0.1 | -22 | 1 | -0.9 | 121 | -7
CSc1ccc(CN2CCN(CCC(C)C)C(CCO)C2)cc1 (configuration not stated) | 6 | 0 | 99 | 1.1 | 0.2 | 6 | -7 | 0.8 | 105 | -3
CC1CCCCN1Cc1nc2c(c(=O)n(C)c(=O)n2C)n1CCc1ccccc1 (configuration not stated) | 12 | 3 | 98 | 0.8 | -0.3 | 12 | 2 | 0.3 | 93 | 0

# (cont.)
SMILES,APP 5'UTR act,STAT1 inh,STAT1 act,NF-kB neuron act,Hsp70 activator,STAT3 blocker,TLR4-MyD88 BLA,DTT redox prof,STAT3 act,Efa HMGR inh
Cc1ccc(Sc2ccc(CO)cc2[N+](=O)[O-])cc1,3,6,94,1.2,0.2,-12,2,0.0,124,-2
C/C(=N\NC(=O)C(=O)Nc1ccc(C)cc1)c1ccncc1,-1,-1,101,0.97,0.0,14,-12,0.0,87,-4
CN(NS(=O)(=O)c1ccc(Br)cc1)c1nc(C(F)(F)F)nc2ccccc12,16,10,89,0.9,0.1,17,-10,-0.5,89,-1
O=C(c1ccco1)N1CCN(S(=O)(=O)c2ccc(Cl)s2)CC1,-3,2,98,1.1,-0.5,3,7,-3.6,100,-2
CCOc1ccc(OCC)c(NC(=O)c2ccc(CNc3c(N4CCOCC4)c(=O)c3=O)cc2)c1,4,3,97,0.84,-0.3,5,3,1.8,98,-1
Cc1cc(C)n(-c2nc3ccccc3c(=O)n2OCC(N)=O)n1,-6,-1,101,1.2,-0.2,7,-3,0.6,98,-10
O=C(Nc1ccccc1)N1CCn2c1nc1ccccc12,-4,3,97,0.64,0.0,-69,-4,-0.1,161*,-3
Cc1cc2cc(CNC(=O)Nc3ccccc3)ccc2[nH]1,19,-26,125,2,0.0,2,-5,-0.5,103,2
Cc1cc(S(=O)(=O)NC2CCCC2)ccc1F,13,8,92,1.1,-0.1,7,7,2.4,97,-3
CC(C)(C)C1=C[C@@H](CO)C[C@@H](CO)C1,3,-5,105,1.2,0.0,5,-5,-0.8,100,-1
COC(=O)c1[nH]c(C)c(/C(O)=C2\C(=O)C(=O)N(CCN(C)C)C2c2ccco2)c1C (configuration not stated),-3,-3,103,0.98,-0.2,11,-3,-1.3,96,-5
O=C(C(Cc1ccccc1)n1cccc1)N1CCCCC1 (configuration not stated),-4,-3,103,0.9,0.0,11,-3,-0.5,98,-7
O=C(N/C(=C\c1ccco1)C(=O)N1CCOCC1)c1ccco1,-5,-9,107,1.2,-0.2,-7,-3,0.2,110,4
CCCCn1c(CCC(=O)O)nc2cc(S(=O)(=O)N(C)C)ccc21,15,5,96,0.93,-0.4,-2,1,-0.5,102,-9
Cc1ccccc1N(C(=O)Cn1nnc(-c2cccs2)n1)C(C(=O)NCCC(C)C)c1ccco1 (configuration not stated),4,4,96,1.1,-0.1,18,-6,0.7,88,-2
CC1=Nc2ccc(C)cc2/C1=C/c1c(N)n2c(S(=O)(=O)C(C)C)nsc2nc1=O,-12,3,99,0.94,-0.2,1,-8,0.3,104,-2
COc1ccc2c(c1)-c1c(ssc1=S)C(C)(C)N2,-12,14,87,1,-0.5,-1,-6,2.6,101,-2
Cc1ccc(-n2ncc3c2ncn2c(C)nnc32)cc1C,25,-39,136*,3.4*,-0.1,10,-4,1.3,92,-5
CCc1n(CC(O)COC2CCCCC2)c2ccccc2[n+]1C (configuration not stated),4,4,95,0.98,-0.1,6,-7,-0.4,97,-5
CCOc1ccc2c(c1)cc(CN(C(=O)CC)C1CCCCC1)c1nnnn12,15,-8,106,0.74,-0.2,0,-3,0.6,106,-5
COc1ccc(-c2cnnc(N/N=C/c3ccc(O)c(OC)c3)n2)cc1,-30,-20,118,1.1,-0.1,3,-2,0.3,100,-2
CC(=O)c1cccc(-n2nnnc2SCC(=O)NNC(=O)C(C)C)c1,3,-1,100,1.1,0.0,10,0,-1.1,97,2
CCCC[n+]1ccn(C2=C([O-])c3ccccc3C(=O)/C2=N\S(=O)(=O)c2ccccc2)c1,1,5,96,0.35,0.1,0,3,-0.2,104,0
CCOC(=O)C1=C(N2CCCCC2)c2cc3c(n2C1=O)CCCC3,-11,-1,101,0.85,-0.5,14,-4,-3.0,93,0
CCN1CCN(CC(O)COc2ccc(C)c(C)c2)CC1 (configuration not stated),-12,0,102,1,0.5,6,9,-2.8,99,-4
CCC(CC(C)(C)O)C(=O)NNC(=S)Nc1ccccc1 (configuration not stated),-9,-5,103,1.4,-0.2,-3,2,-0.6,107,2
CC1(C)C([N+](=O)[O-])C(c2ccccc2O)NC(c2ccccc2O)C1[N+](=O)[O-] (configuration not stated),-14,6,93,1,-0.4,-3,0,-1.5,106,-6
CC(C)CC(c1nnnn1Cc1ccc(F)cc1)N1CCC(C(N)=O)CC1 (configuration not stated),-29,-6,104,1.2,-0.5,-1,-5,-0.3,102,0
CNCCCOc1ccc(C)cc1Br,x,2,98,1.4,-0.2,-4,-2,3.6,103,-2
CCC(C(=O)Nc1cccc(C(=O)O)c1C)c1ccccc1 (configuration not stated),-13,-8,108,1.4,-0.4,4,-13,-0.8,105,-7
CC(C)Oc1ccc(C2c3c(oc4ccccc4c3=O)C(=O)N2CCCN2CCOCC2)cc1 (configuration not stated),11,0,100,0.82,-0.2,6,-1,-0.2,99,-1
Cc1ccc(C(=O)N/C(=C/c2cccc([N+](=O)[O-])c2)C(=O)NCC2CCCO2)cc1 (configuration not stated),5,-17,113,1.4,-0.1,5,10,-0.6,101,-3
Cc1ccccc1NC(=O)Nc1nnc(Cc2ccc([N+](=O)[O-])cc2)s1,x,-7,106,0.98,-0.5,9,18,1.0,93,5
COc1ccc(NC(=O)C(C)Sc2ccccc2)cc1 (configuration not stated),10,-2,102,1.5,-0.5,3,-1,0.2,104,-4
